hIAP block: blocks human intestinal alkaline phosphatase. actives 0.12% (n = 330,000). purified IAP, CDP-Star luminescence, 30 min. inhibition, % at 10 µM. P09923;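 active = inhibition reaching a set limit with compound at 10 µM in the primary screen, cut at about 35% in these data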;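 note: plate controls were DMSO wells with enzyme for no effect and no-enzyme buffer wells for full effect; values of inactives mirror those of a sister screen read the other way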
Target sequence (P09923 whole entry, looked up): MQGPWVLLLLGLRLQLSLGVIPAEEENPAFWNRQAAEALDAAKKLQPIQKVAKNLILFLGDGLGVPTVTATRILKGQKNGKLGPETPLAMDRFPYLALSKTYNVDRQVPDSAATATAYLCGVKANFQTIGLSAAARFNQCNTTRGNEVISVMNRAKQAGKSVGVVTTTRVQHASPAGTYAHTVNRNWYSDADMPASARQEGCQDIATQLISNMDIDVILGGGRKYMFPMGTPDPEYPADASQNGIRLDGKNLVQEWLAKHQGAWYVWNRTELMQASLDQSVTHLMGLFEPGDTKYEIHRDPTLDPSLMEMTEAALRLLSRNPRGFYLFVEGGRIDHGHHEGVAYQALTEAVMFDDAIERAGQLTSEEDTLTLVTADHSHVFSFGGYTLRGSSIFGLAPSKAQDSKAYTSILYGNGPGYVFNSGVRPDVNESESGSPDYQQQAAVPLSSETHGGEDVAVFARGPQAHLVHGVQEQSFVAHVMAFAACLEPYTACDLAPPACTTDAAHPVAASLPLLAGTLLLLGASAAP
mIAP activ: increases mouse intestinal alkaline phosphatase activity | muIAP, CDP-Star luminescence, 30 min; hits give high values; 1 = vehicle-only enzyme signal, 0 = enzyme-free wells | activation factor at 10 µM | actives 0.24% (n = 330,000);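 active = activation factor of at least 2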; note: the source names both 10 and 20 µM as test concentration; values of inactives mirror those of a sister screen read the other way
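System: Mouse IAP enzyme | Also added: CDP-Star substrate | Dosing: Compounds dispensed in DMSO | Schedule: 30 min enzyme-substrate-compound incubation at room temperature | Technique: Chemiluminescence readout | Control set: DMSO-only wells and no-enzyme negative control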
mIAP block: blocks mouse intestinal alkaline phosphatase; AID 2806; actives 0.2% (n = 330,000); purified mouse IAP, CDP-Star luminescence, 30 min; inhibition, % at 10 µM;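 active = inhibition of at least 40% at 10 µM in the primary screen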;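 note: plate controls were DMSO with enzyme for no effect and no enzyme wells for full effect; values of inactives mirror those of a sister screen read the other way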
NR3A LBD binder: NR3A (human) ligand-binding domain modulation; NR3A LBD differential scanning fluorimetry, Tm shift; 0% = protein alone, 100% = glycine-bound protein; Tm shift relative to glycine control, % at 25 µM; actives 2.5% (n = 340,000); AID 1259313;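 active = melting temperature shift of at least 10% of the positive control shift, at one fixed dose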
A3G deaminase: blocks human APOBEC3G single-stranded DNA deamination | actives 0.28% (n = 330,000) | Q9HC16 | inhibition, % at 20 µM | recombinant A3G, ssDNA deamination FAM/TAMRA fluorescence;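 active = inhibition of at least 40% at 20 µM, with no more than 30% in the related APOBEC3A deaminase screen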;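 note: plate controls were DMSO wells with A3G for no effect and wells lacking A3G enzyme for full effect; some compounds called inactive have numbers as strong as hits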
MPTP inh: permeability transition pore inhibition | inhibition, % at 10 µM | actives 1.4% (n = 360,000) | isolated mouse mitochondria, Ca2+ swelling absorbance, 30 min;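 active = inhibition of 50% or more, scaled per plate between neutral and stimulator controls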;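 note: 0% = DMSO wells given calcium and 100% = 1 mM EGTA wells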
MIN6 prolif: MIN6 beta-cell proliferation induction. actives 0.29% (n = 330,000). proliferation, % at 10 µM. MIN6 cells proliferation, ATPlite luminescence, 48 h; cells starved in 0.2% serum; 100% = growth in 10% serum;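 active = compounds whose signal lies at least 3.5 SD above the mean of all wells on their plate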;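 note: 0% = DMSO-treated cells in low-serum medium and 100% = 10% serum control; some compounds called inactive have numbers as strong as hits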
A3A deaminase: inhibitors of human APOBEC3A DNA deaminase. P31941. actives 0.41% (n = 330,000). inhibition, % at 20 µM. recombinant A3A, FAM/TAMRA ssDNA deamination fluorescence;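 active = at least 40% inhibition at 20 µM here, with at most 30% in a related deaminase screen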;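 note: plate controls were A3A with DMSO for no effect and wells lacking A3A enzyme for full effect; some results filed as inactive read as strong as hits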
Target sequence (P31941 whole entry, looked up): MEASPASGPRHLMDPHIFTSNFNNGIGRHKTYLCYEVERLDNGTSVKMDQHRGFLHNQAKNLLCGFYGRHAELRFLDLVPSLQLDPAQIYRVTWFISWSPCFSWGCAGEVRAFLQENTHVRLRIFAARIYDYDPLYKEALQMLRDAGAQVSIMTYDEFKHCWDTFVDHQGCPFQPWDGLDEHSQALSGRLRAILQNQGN
hIAP activ: increases human intestinal alkaline phosphatase activity. actives 0.16% (n = 330,000). activation factor at 10 µM. purified human IAP, CDP-Star luminescence, 30 min; hits give high values; 1 = vehicle-only enzyme, 0 = enzyme-free background. P09923;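 active = activation factor of the enzyme at least 2-fold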; note: the source names both 10 and 20 µM as test concentration; values of inactives mirror those of a sister screen read the other way
* hit, by the source's call.

Values in the order: A3A deaminase | MPTP inh | NR3A LBD binder | hIAP activ | mIAP block | A3G deaminase | MIN6 prolif | mIAP activ | hIAP block
COc1ccc(CCNC(=O)c2cnn3ccccc23)c(OC)c1OC
 : -1 | -1.5 | 0 | 1 | 15 | -1 | 0 | 0.85 | -3
CC(=O)Nc1ccc(SCC(=O)OCC(=O)NC(=O)NCCC(C)C)cc1
 : -1 | -1.4 | -3 | 0.95 | 2 | -3 | -4 | 0.98 | 5
CSc1ccccc1NC(=O)CSCc1ccc(Br)cc1
 : -1 | -0.7 | 5 | 1 | 1 | -5 | -1 | 0.99 | -4
Cc1nc2c(-c3ccc(F)cc3)c(C)nn2c(C)c1CCC(=O)N1CCOCC1
 : 1 | 0.2 | 2 | 1.1 | -7 | 2 | 0 | 1.1 | -6
CCOC(=O)c1ncn2c1C(=O)OC2(C)C
 : -5 | 2.6 | 2 | 0.98 | -2 | -8 | -1 | 1 | 2
CCc1cc2cccc(C)c2nc1SCC(=O)NC1CCCC1
 : -3 | 0.4 | 0 | 1 | -6 | -5 | 0 | 1.1 | -4
CCOc1ccc(/C=N/NC(=O)NC23CC4CC(CC(C4)C2)C3)cc1O
 : -3 | -0.4 | -6 | 1.1 | -9 | -9 | 0 | 1.1 | -6
CC(C)CNC(=O)CCc1nc(-c2ccccc2)no1
 : 1 | 0.2 | -2 | 0.83 | 4 | 1 | -1 | 0.96 | 17
CC(C)(C)c1nc(N)nc(=O)[nH]1
 : -5 | 1.8 | 1 | 0.92 | 8 | -12 | 0 | 0.92 | 8
N/C(=N\OC(=O)/C=C/c1ccccc1)c1cccnc1
 : -1 | 2.0 | 20* | 0.83 | 0 | -5 | -3 | 1 | 17
NC(=O)C(c1ccc(F)cc1)c1ccc(C(=O)c2ccccc2)cc1 (stereo unspecified)
 : -3 | -0.1 | -3 | 1 | -1 | -9 | -4 | 1 | -3
CC(Oc1ccc2c(-c3ccccc3)cc(=O)oc2c1)C(=O)NC(Cc1c[nH]c2ccc(O)cc12)C(=O)O (stereo unspecified)
 : 1 | -1.1 | 2 | 0.89 | 5 | -5 | -3 | 0.95 | 12
Cc1cc(C(=O)CN2C(=O)c3ccccc3C2=O)c(C)n1C1CC1
 : -1 | 0.1 | 17* | 1 | -8 | -2 | -2 | 1.1 | -2
Cc1cccc(NC(=O)c2cccc(S(=O)(=O)N3CCc4ccccc4C3)c2)n1
 : 3 | -0.4 | 0 | 0.99 | 0 | 4 | -5 | 1 | 1
CC1CCN(CCCNC(=O)CN2C(=O)CSc3ccc(S(=O)(=O)N4CCC(C)CC4)cc32)CC1
 : -10 | -0.6 | 0 | 1.3 | -7 | -8 | 1 | 1.1 | -33
CCCCCN=C(C)c1c(O)c2ccccc2oc1=O
 : 1 | -2.2 | -1 | 1 | 5 | -3 | 2 | 0.95 | -3
Cc1cc(NS(=O)(=O)c2ccc(NS(=O)(=O)c3ccc(Br)cc3)cc2)no1
 : 28 | -1.4 | -2 | 0.96 | -1 | -10 | -2 | 1 | 4
CC1(C)CC(NC(=O)COc2ccc([N+](=O)[O-])cc2)CC(C)(C)N1
 : -1 | -1.7 | 1 | 0.95 | -4 | -2 | -1 | 1 | 5
CCC(C)(C)c1ccc(OC(=O)c2cccnc2Cl)cc1
 : 1 | 1.9 | -5 | 0.87 | 6 | 0 | 0 | 0.94 | 13
N#CC1(NC(=O)COc2ccc3oc4ccccc4c3c2)CCCCC1
 : 11 | 2.1 | 1 | 0.87 | 1 | -5 | -1 | 0.99 | 13
CC(C)(C)NC(=O)C(c1ccc(O)cc1)N(C(=O)CCC(=O)Nc1nccs1)c1ccc(F)cc1 (stereo unspecified)
 : 0 | -0.3 | 0 | 1 | -1 | -1 | 0 | 1 | 0
CC1CCCN(C(=O)COc2ccc3c(c2)OCO3)C1 (stereo unspecified)
 : -2 | 0.3 | -2 | 1.4 | 0 | -6 | 0 | 1 | -35
CCCCOc1ccc(Cl)cc1CSc1nncn1N
 : 4 | 0.9 | 1 | 1.1 | 0 | 1 | 0 | 1 | -9
Cc1cc(Oc2nc3ccccn3c(=O)c2/C=C(\C#N)C(=O)NC2CCS(=O)(=O)C2)ccc1Cl (stereo unspecified)
 : -1 | -1.2 | 2 | 0.97 | 3 | -3 | 0 | 0.97 | 3
COc1cc(OC)cc(-c2c(-c3cccs3)c3cc(-c4ccc5cc[nH]c5c4)ccc3n2C)c1
 : -4 | -2.7 | 7 | 0.91 | -5 | -10 | -5 | 1 | 9
O=C(CSc1nnc(CNc2ccc(Cl)cc2)n1Cc1ccccc1)NCc1ccco1
 : 1 | 5.4 | -6 | 0.94 | -6 | -4 | -3 | 1.1 | 6
COCCCNC(c1ccccc1)c1ccncc1 (stereo unspecified)
 : -4 | 0.1 | 2 | 0.96 | -28 | -8 | 0 | 1.3 | 4
COc1ccc(CCNCc2c(-c3ccccc3)n(C)c3ccccc23)cc1
 : 0 | 2.8 | -2 | 1.1 | -8 | 3 | -7 | 1.1 | -7
C[C@H](CO)N1C[C@H](C)[C@@H](CN(C)S(=O)(=O)c2cccs2)Oc2ccc(NC(=O)Nc3ccccc3)cc2C1=O
 : -1 | 0.8 | -6 | 1 | -221 | -3 | 0 | 3.2* | -1
CN(C)c1nc(-c2ccccc2)cc(C(F)(F)F)c1C#N
 : 4 | -2.3 | 0 | 1.1 | 1 | 0 | 3 | 0.99 | -8

Exported in CSV form: part of the list above
molecule,A3A deaminase,MPTP inh,NR3A LBD binder,hIAP activ,mIAP block,A3G deaminase,MIN6 prolif,mIAP activ,hIAP block
CCc1cc2cccc(C)c2nc1SCC(=O)NC1CCCC1,-3,0.4,0,1,-6,-5,0,1.1,-4
CCOc1ccc(/C=N/NC(=O)NC23CC4CC(CC(C4)C2)C3)cc1O,-3,-0.4,-6,1.1,-9,-9,0,1.1,-6

In a second layout: entries from further up.
mol | A3A deaminase | MPTP inh | NR3A LBD binder | hIAP activ | mIAP block | A3G deaminase | MIN6 prolif | mIAP activ | hIAP block
Cc1cc(C(=O)CN2C(=O)c3ccccc3C2=O)c(C)n1C1CC1 | -1 | 0.1 | 17* | 1 | -8 | -2 | -2 | 1.1 | -2
Cc1cccc(NC(=O)c2cccc(S(=O)(=O)N3CCc4ccccc4C3)c2)n1 | 3 | -0.4 | 0 | 0.99 | 0 | 4 | -5 | 1 | 1
CC1CCN(CCCNC(=O)CN2C(=O)CSc3ccc(S(=O)(=O)N4CCC(C)CC4)cc32)CC1 | -10 | -0.6 | 0 | 1.3 | -7 | -8 | 1 | 1.1 | -33
CCCCCN=C(C)c1c(O)c2ccccc2oc1=O | 1 | -2.2 | -1 | 1 | 5 | -3 | 2 | 0.95 | -3
Cc1cc(NS(=O)(=O)c2ccc(NS(=O)(=O)c3ccc(Br)cc3)cc2)no1 | 28 | -1.4 | -2 | 0.96 | -1 | -10 | -2 | 1 | 4

More records.
Values in the order: A3A deaminase | MPTP inh | NR3A LBD binder | hIAP activ | mIAP block | A3G deaminase | MIN6 prolif | mIAP activ | hIAP block
Cn1c(SCC(=O)Nc2ccc(NC(=O)c3ccccc3)cc2)nnc1-c1ccncc1
 : 0 | 1.3 | 0 | 1 | -6 | -7 | -1 | 1.1 | -2
COc1cccc(/C=N/NC(=O)CNC(=O)COc2cccc(C)c2)c1O
 : 2 | 2.4 | 0 | 1.5 | 13 | -3 | -6 | 0.87 | -48
COC(=O)c1nc(NC(=O)c2ccccc2Cl)n[nH]1
 : 2 | 0.8 | 1 | 0.88 | 1 | -1 | -1 | 0.99 | 12
COc1ccc(N2CCN(C(=O)CCS(=O)(=O)c3ccc4c(c3)NC(=O)C(C)S4)CC2)cc1 (stereo unspecified)
 : -6 | -0.9 | 0 | 1.2 | -2 | -8 | 1 | 1 | -22
O=C(COC(=O)CCC1CCCC1)Nc1cc(S(=O)(=O)N2CCOCC2)ccc1Cl
 : -1 | -1.2 | 0 | 0.86 | 6 | -7 | -2 | 0.94 | 14
CN1CN(C)C(c2ccncc2)=C1c1ccncc1
 : 12 | -0.3 | 2 | 0.92 | -8 | 2 | 3 | 1.1 | 8
CC(C)c1ccc(/C=C2\NC(=S)N(Cc3cccnc3)C2=O)cc1
 : -3 | 1.5 | -2 | 0.89 | 16 | -6 | -3 | 0.84 | 11
O=C(Cc1ccc(F)cc1)N1CCN=C1SCc1ccc([N+](=O)[O-])cc1
 : -3 | 2.9 | 1 | 0.73 | 18 | -2 | 0 | 0.82 | 27
COc1ccc(/C=C2\SC(=S)N(C(C)C(=O)NC3C=CS(=O)(=O)C3)C2=O)cc1 (stereo unspecified)
 : -2 | -0.7 | -1 | 1.1 | 9 | -3 | -1 | 0.91 | -12
CCOC(=O)Cc1nnc(Nc2ccc(C)cc2)c2ccccc12
 : -21 | -0.1 | 1 | 0.89 | 3 | -6 | 0 | 0.97 | 11
Cc1cc(-n2c(SCc3ccccc3F)nc3n[nH]c(C)c3c2=N)ccc1Cl
 : -1 | 1.2 | 2 | 1.3 | -12 | -5 | -4 | 1.1 | -33
S=C(NCc1ccccc1)NCc1ccccn1
 : 1 | 1.2 | -4 | 1.1 | 0 | 0 | 0 | 1 | -14
Cc1nc2[nH]c(=S)n(C)c(=O)c2nc1C
 : 2 | 0.7 | 1 | 1.1 | 0 | 1 | -1 | 1 | -6
COc1ccc(S(=O)Cc2ccc(C(=O)NCc3cccc(OC)c3)o2)cc1 (stereo unspecified)
 : -6 | -0.9 | 0 | 0.87 | 3 | -4 | 1 | 0.97 | 13
CSc1oc(-c2ccco2)nc1S(=O)(=O)c1ccc(F)cc1
 : 0 | -2.0 | 0 | 1 | -8 | -7 | 1 | 1.1 | 0
COc1ccc2c(c1)OC1(C)CC2C(C(=O)c2ccccc2OC)C(=O)N1 (stereo unspecified)
 : 3 | -0.7 | -1 | 1 | -8 | -3 | -1 | 1.1 | 0
CCN(CC)C(=O)[C@H]1CC(CC(=O)NC(C)(C)C)C(=O)N2CCc3c([nH]c4ccccc34)[C@]12C (stereo partly specified)
 : -4 | -0.1 | 1 | 0.98 | 5 | -4 | 0 | 0.95 | 2
COc1ccc(NC(=O)CSc2nc3ncccc3[nH]2)cc1OC
 : 7 | 0.3 | 1 | 1.2 | 6 | -4 | 0 | 0.94 | -19
COc1ccc(CCNC(=O)c2ccc3c(c2)NC(=O)CS3)cc1OC
 : -6 | -0.4 | -8 | 1.2 | 3 | -8 | -2 | 0.97 | -21
CCCC(C(=O)NC1=NCCS1)c1ccccc1 (stereo unspecified)
 : 4 | -1.9 | 1 | 0.83 | -1 | -2 | 3 | 1 | 17
Cc1ccc(CN2CCN(Cc3cc(=O)c4ccccc4[nH]3)CC2CCO)o1 (stereo unspecified)
 : 1 | -0.7 | 1 | 1.2 | -1 | -5 | -2 | 1 | -16
CC1(C)CC(C(CC(=O)N2CCCC2)Cc2ccccc2)CCO1 (stereo unspecified)
 : -6 | 0.2 | -3 | 1.2 | -16 | -7 | -1 | 1.2 | -24
COc1ccc(C2CC(c3cccs3)=NN2C(=O)c2ccccc2)cc1OC (stereo unspecified)
 : 0 | 0.0 | 0 | 0.98 | 9 | -3 | 1 | 0.91 | 2
CC(=O)Nc1ccc(NC(=O)C(C)OC(=O)c2ccc(S(=O)(=O)N3CCCCC3)cc2)cc1 (stereo unspecified)
 : 4 | -0.1 | -5 | 1.1 | -2 | -2 | -3 | 1 | -12
